KDM5B inh: inhibitors of human KDM5B histone demethylase; 220,000 tested, 2.6% active; Potency, µM (highest dose often 57.7 µM), for inactives: top-dose activity change, negative = inhibition, most hits filed as inhibitors; KDM5B demethylase, FDH-coupled NADH fluorescence (FDH is formaldehyde dehydrogenase); active = well fitted inhibition curve with a large enough effect; inconclusive = small, poorly fitted or top-dose-only effect; inactive = no such curve, though single readings can be large or run the other way; note: 0% is about no effect; nearly all actives have a fitted effect of over 70% in size
Target sequence (Q9UGL1 whole entry, looked up): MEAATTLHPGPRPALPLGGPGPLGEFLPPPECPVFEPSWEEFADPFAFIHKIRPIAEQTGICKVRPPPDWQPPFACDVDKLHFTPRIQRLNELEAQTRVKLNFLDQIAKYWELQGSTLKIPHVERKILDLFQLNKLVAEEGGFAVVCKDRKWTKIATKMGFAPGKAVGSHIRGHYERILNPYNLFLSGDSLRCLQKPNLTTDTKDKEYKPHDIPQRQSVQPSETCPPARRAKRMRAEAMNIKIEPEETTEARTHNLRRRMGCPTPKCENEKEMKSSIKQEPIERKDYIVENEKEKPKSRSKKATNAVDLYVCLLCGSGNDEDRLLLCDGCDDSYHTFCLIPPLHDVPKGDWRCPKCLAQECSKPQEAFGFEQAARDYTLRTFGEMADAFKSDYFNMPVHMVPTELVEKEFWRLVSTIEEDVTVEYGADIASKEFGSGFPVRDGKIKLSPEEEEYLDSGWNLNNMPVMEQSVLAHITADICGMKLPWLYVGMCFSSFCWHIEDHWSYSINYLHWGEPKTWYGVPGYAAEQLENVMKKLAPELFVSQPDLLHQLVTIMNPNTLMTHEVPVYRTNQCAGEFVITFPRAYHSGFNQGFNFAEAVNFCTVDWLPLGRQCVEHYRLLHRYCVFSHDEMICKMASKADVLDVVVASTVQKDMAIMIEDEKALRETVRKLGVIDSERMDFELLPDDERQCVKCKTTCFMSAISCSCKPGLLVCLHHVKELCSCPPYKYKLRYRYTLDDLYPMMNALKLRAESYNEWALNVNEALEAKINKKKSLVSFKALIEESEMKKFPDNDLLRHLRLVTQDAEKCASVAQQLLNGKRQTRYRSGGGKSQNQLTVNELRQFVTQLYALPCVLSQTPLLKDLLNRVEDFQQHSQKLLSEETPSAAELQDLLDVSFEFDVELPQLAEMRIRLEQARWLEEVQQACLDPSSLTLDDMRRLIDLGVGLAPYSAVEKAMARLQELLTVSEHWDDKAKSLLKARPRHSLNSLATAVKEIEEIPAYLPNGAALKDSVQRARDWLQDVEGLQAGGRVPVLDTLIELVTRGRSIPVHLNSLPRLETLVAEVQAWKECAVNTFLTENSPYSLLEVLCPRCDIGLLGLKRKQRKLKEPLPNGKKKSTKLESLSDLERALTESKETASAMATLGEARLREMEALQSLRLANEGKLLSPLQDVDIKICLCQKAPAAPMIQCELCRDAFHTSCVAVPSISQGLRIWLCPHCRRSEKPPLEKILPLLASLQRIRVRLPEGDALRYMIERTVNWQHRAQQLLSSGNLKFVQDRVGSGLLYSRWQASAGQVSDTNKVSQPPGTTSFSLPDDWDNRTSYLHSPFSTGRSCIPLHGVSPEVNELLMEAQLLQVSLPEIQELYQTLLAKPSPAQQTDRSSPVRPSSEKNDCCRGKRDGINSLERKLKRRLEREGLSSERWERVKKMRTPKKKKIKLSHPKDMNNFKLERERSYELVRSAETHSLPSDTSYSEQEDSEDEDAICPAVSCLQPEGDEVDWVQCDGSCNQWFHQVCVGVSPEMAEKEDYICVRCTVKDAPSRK
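Coupled FDH/NAD⁺ fluorescence readout. KDM5BΔAP 200 nM final; compound titration, 10 min RT preincubation; substrate mix 12.5 µM H3K4me3, 25 µM 2-OG, 50 µM Fe(II), 100 µM ascorbate, 0.25 mM NAD⁺, 0.25 U/mL FDH; ΔRFU over 30 min.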
An asterisk follows results filed as active; i = inactive; ? = inconclusive; & = joins results of further samples; [ ] = remark or other dose. Potency is the fitted concentration of half-maximal effect. Only part of the results is shown; count on the stated rates, not on these rows.

SMILES | KDM5B inh
COc1cc(NC(=O)N2CCC3(CC2)SCC(=O)N3Cc2ccco2)cc(OC)c1 | -6%
CCNC(=O)[C@@H]1C[C@H](NC(=O)CO)CN1Cc1cc(C2CCCCC2)no1 | 18%
O=C(Cn1ccn(-c2ccc(F)cc2)c(=O)c1=O)Nc1ccc(F)cc1 | ?
COc1ccccc1NC(=O)CSc1nnc(-n2nc(C)cc2C)n1N | ?
COc1ccc(NC(=O)c2nn(C)c(=O)c3ccccc23)cc1OC1CCCC1 | 13%
N#Cc1ccccc1COc1ccccc1C(N)=O | 19%
CC(=O)Nc1ccc2[nH]cc(C(C(=O)O)N3CCN(c4nc5c(cc4C#N)CCCC5)CC3)c2c1 (stereo unspecified) | ?
COc1ccc2[nH]cc(CCNC(=O)CN3CCCc4nc(C5CC5)ncc4C3=O)c2c1 | 13%
CC(C)(C)C(=O)N[C@H]1CO[C@H]2[C@@H]1OC[C@H]2O | -25%[115 µM]
Cn1cnc2c1c(=O)n(CC(=O)NCc1ccc(OC(F)(F)F)cc1)c(=O)n2C | 4%
O=C(NC1CCCCC1)N[C@H]1CO[C@H]2[C@@H]1OC[C@@H]2n1nnnc1-c1ccc2c(c1)OCO2 | ?
CC1Cc2cc(S(=O)(=O)NCCC(=O)NCc3cccs3)ccc2N1C(=O)C1CC1 (stereo unspecified) | 20%
O=C(NCCOc1ccccc1)c1nc2c(o1)CCN(Cc1cc(F)ccc1F)CC2 | ?
Cc1cnc(CN(C)Cc2cn(-c3ccccc3)nn2)[nH]1 | 1%
Cc1nncn1CCN1C(=O)N(CCc2ccccc2)C2(CCNCC2)C1=O | -34%
COc1ccc(-c2cn3c(n2)CO[C@@H](CNC2CCC2)C3)cc1 | 20%[86.2 µM]
O=C(CC1CCCC1)N1CCCC(Cc2nc(C3CCOCC3)no2)C1 (stereo unspecified) | -28%
O=C(c1ccc(F)c(F)c1)c1cc2cc(Br)ccc2o1 | -6%
CCOC(=O)c1cc(NC(=O)CC2CCCC2)cc(C(=O)OCC)c1 | -5%
CCOc1ccc(N2CC(NC(=O)c3ccco3)CC2=O)cc1 (stereo unspecified) | 0%
CCC(C(=O)NCc1ccccc1Cl)n1nc(C)c2sc3ccccc3c2c1=O (stereo unspecified) | ?
CCc1cccc(NC(=O)Cn2c(=O)n(-c3cccc(Cl)c3)c(=O)c3c2c2cc(C)ccc2n3C)c1 | ?
N#CC1(NC(=O)COc2ccccc2C(F)(F)F)CCCCC1 | 11%
CCCOc1ccc(CN(C(=O)c2nc(SC(C)C)ncc2Cl)C2CCS(=O)(=O)C2)cc1 (stereo unspecified) | -18%
CCOc1ccc(C(=O)NC2CCN(c3cc(-c4ccc(Cl)cc4)[nH]n3)C2)cc1 (stereo unspecified) | -27%
Cc1ccccc1CNC(=O)C1CCN(c2nnc(C)c3c(C)n(-c4ccccc4)nc23)CC1 | -23%
CC1(C)[C@H](Cc2cc(-c3ccc(F)cc3)on2)C[C@@H]1NS(C)(=O)=O | 6%[86.2 µM]
CCOc1ccc(-c2cnc(-c3cnc(CC)nc3)[nH]2)cc1OCC | 7%
CCc1cc(=O)oc2c(C)c(OCC(=O)NCCCN3CCOCC3)ccc12 | ?
COCC1CN(C2CCC2)CC12CCN(C(=O)c1cncn1C)CC2 (stereo unspecified) | ?
C#CCNC(=O)C[C@@H]1CCN(C(=O)c2ccc(F)cc2)C[C@@H]1CC | 6%[86.2 µM]
N=C1/C(=C\c2coc3ccccc3c2=O)C(=O)N=C2SC(c3ccncc3)=NN12 | i
Cc1ccc(C(=O)N2CCC(CCC(=O)NC3CCS(=O)(=O)C3)CC2)cc1 (stereo unspecified) | 18%
O=C(NC1CCCC1)c1ccc2c(c1)N(Cc1ccc(F)cc1)C(=O)c1ccccc1S2 | -16%
Cc1noc(C)c1-c1cc2c(cc(C)n2C)c(-c2cccc(O)c2)n1 | ?
Cc1ccc(Cn2c(=O)c3cccnc3n(Cc3ccc(F)cc3)c2=O)cc1 | ?
Cn1cc(-c2ccc(F)c(Cl)c2)c2nc(CO)cn2c1=O | -15%[86.2 µM]
COc1ccc(NC(=O)c2nc(SC)ncc2Cl)cc1 | -6%
COc1ccc(C)cc1NC(=O)N(Cc1ccc(C)o1)C1CCN(C(C)=O)CC1 | 12%
COc1ccc(CNC(=O)c2ccc(CNS(=O)(=O)c3ccc(F)cc3)cc2)cc1 | -2%
CCOc1ccc(NCc2cccn2-c2nnc(N3CCC(C(=O)NCC(C)c4ccccc4)CC3)s2)cc1 (stereo unspecified) | -23%
Cc1nc(N2CCC(NCCCc3ccncc3)CC2)c2ccsc2n1 | -21%
COCCC1(NC(=O)C2CC2)CCN(S(=O)(=O)c2c(C)noc2C)CC1 | -12%
CC(=O)N[C@H](C)c1onc(-c2ccc(F)cc2)c1C(=O)O | 19%[115 µM]
CC(=O)c1ccc(NC(=O)O[C@@H]2CO[C@H]3[C@@H]2OC[C@@H]3NC(=O)C2CC2)cc1 | 9%[86.2 µM]
CC(CC(=O)NCc1coc(-c2cccs2)n1)NC(=O)c1ccccc1 (stereo unspecified) | -28%
CCNC(=O)NCCc1noc(-c2ccncc2)n1 | -17%
Cc1c(C(=O)N(C)C)sc2c1c(=O)n(-c1ccc(Cl)c(Cl)c1)c(=O)n2Cc1ccc(F)cc1 | 7%
CC(C)CC(NC(=O)c1ccccc1Cl)C(=O)O (stereo unspecified) | 25%
O=C(NCc1cccc(Cl)c1)c1c2c(nc3ccccc13)C(=O)N(C1CCCCC1)C2 | -17%
CC(C)CC(NS(=O)(=O)c1ccc2c(c1)oc(=O)n2C)C(=O)NCCc1ccc(Cl)cc1 (stereo unspecified) | -27%
Cc1ccc(S(=O)(=O)N(C)/N=C2/C(=O)N(CC(=O)O)c3ccccc32)cc1 | -65%
CN1C(=O)C2(c3ccccc31)N(c1ccc(Br)cc1)C(=O)CS2(=O)=O (stereo unspecified) | 8%&3%
COCCOc1ccc2c(n1)CCN(C(=O)C1CCCC1)C2 | -31%
COc1ccc(CNC(=O)CN2C(=O)c3ccccc3C2=O)cc1 | 29%
Cc1cc(C)c(S(=O)(=O)Nc2ccc3oc4c(c3c2)CCCC4)cc1C | ?
O=C(CCC1CCN(S(=O)(=O)c2ccccc2)CC1)N1CCCC1 | -7%
CN(C)Cc1cn(C[C@H]2C[C@@H](NC(=O)COc3ccccc3)[C@H](O)[C@@H]2O)nn1 | 24%[86.2 µM]
CSc1cccc(Nc2nc(N)c(C(=O)c3cccc(Br)c3)s2)c1 | -8%
COc1ccccc1CNC(=O)c1sc(NCC(C)C)nc1C | 13%

Structures from the list above that have a cyano group (3):
SMILES | KDM5B inh
N#Cc1ccccc1COc1ccccc1C(N)=O | 19%
CC(=O)Nc1ccc2[nH]cc(C(C(=O)O)N3CCN(c4nc5c(cc4C#N)CCCC5)CC3)c2c1 (stereo unspecified) | ?
N#CC1(NC(=O)COc2ccccc2C(F)(F)F)CCCCC1 | 11%

Additional results
SMILES | KDM5B inh
Cc1ccccc1N(C)C1CN(C(=O)c2ccccc2F)C1 | -9%[149 µM]
O=C(Cc1n[nH]c(=O)[nH]c1=O)N/N=C/CCc1ccccc1 | ?
CCOc1ccc(NC(=O)C(=O)NCCc2csc(-c3ccc(C)cc3)n2)cc1 | 11%
Cc1nn(C(=O)c2cccc([N+](=O)[O-])c2C)c(C)c1S(=O)(=O)N1CCOCC1 | 7%
Cc1ccc(NS(=O)(=O)c2ccccc2)c(=O)n1CC(=O)NCc1cccc(Cl)c1 | -24%
CC(C)(C)c1ccc(C(=O)NCC(=O)NC2CCCC2)cc1 | 17%
CO[C@H]1[C@H](NC(=O)c2ccc3n[nH]nc3c2)c2ccccc2C12CCNCC2 | -4%
COCC1CN(C(=O)c2cccc(Br)c2)CC12CCNCC2 (stereo unspecified) | 12%
CC(C)CN1C(=O)c2cccn2CC1C(=O)NCCN(C)C1CCCCC1 (stereo unspecified) | -10%
Cc1cccc(-c2nc(-c3ccc(Br)cc3)no2)c1 | 5%
O=C1Nc2ccccc2C12CCN(c1cc(C3CC(O)C3)ncn1)CC2 (stereo unspecified) | 4%
O=C(CC1CCCN(c2cn[nH]c(=O)c2)C1)Nc1ccc(F)cc1F (stereo unspecified) | -20%
Cc1cc(C)n(-c2nc3c(c(=O)n(CCc4ccccc4)c(=O)n3C)n2C(C)C)n1 | 7%
Cc1ccc(NC(=O)C2(Cc3cccnc3)CCCCC(=O)N2)cc1 (stereo unspecified) | 0%
CC1=NS(=O)(=O)N(C)C=C1C(=O)OCc1nc(-c2ccc(Cl)cc2)no1 | -5%
COc1ccc(C2Cn3nnc(-c4noc(-c5cccc(Cl)c5)n4)c3CO2)cc1 (stereo unspecified) | -16%
COc1cc(CN2C[C@@H](F)[C@@H](OCc3nc4ccc(F)cc4[nH]3)C2)cc(OC)c1OC | 10%[86.2 µM]
O=C(Cc1cccs1)N1CCC(Oc2ncccc2C(=O)N2CCCCC2)C1 (stereo unspecified) | -15%
N#Cc1ccc(C(=O)NC2CCN(c3cc(-c4cccs4)[nH]n3)C2)cc1 (stereo unspecified) | ?
Cc1ccc(S(=O)(=O)Nc2nc3ccccc3nc2NC2CCCCC2)cc1 | ?
COc1nc2c(cc1CNC(=O)c1cnc(C)nc1)C(=O)N(C1CCCC1)C2 | -19%
COc1cccc(NC(=O)c2oc3ccc(S(=O)(=O)N4CCCCCC4)cc3c2C)c1 | i
O=C1NC(=Nc2ccc(F)cc2)SC1Cc1ccc(F)cc1 (stereo unspecified) | -1%
CCCCNC(=O)CN1CCN(c2ccc(NS(=O)(=O)c3cccs3)cc2C(=O)O)CC1 | 9%
CCc1cc(CC)n(-c2nc3c(c(=O)[nH]c(=O)n3C)n2Cc2ccccc2)n1 | 7%
CCn1c(=O)c(=O)[nH]c2cc(C(=O)N3CCN(C(=O)C4CC4)CC3)ccc21 | -21%
CCc1nnsc1C(=O)NCC1(c2cccc(Cl)c2)CCOCC1 | -5%
Cc1cn2c(=O)cc(COC(=O)c3cccc(NC(=O)COc4ccccc4)c3)nc2s1 | ?
Cc1ccccc1C(=O)Nc1sc2c(c1C(=O)N1CCN(Cc3ccccc3)CC1)CCC2 | ?
COc1cc(NC(=O)Cn2cnc3sc(C)c(S(=O)(=O)N4CCC(C)CC4)c3c2=O)cc(OC)c1OC | -15%
CC(=O)c1ccc(NC(=O)CCc2c(C)nn(-c3ccc4nncn4n3)c2C)cc1 | -12%
N#Cc1nc(-c2ccc(S(=O)(=O)N3CCCC3)cc2)oc1N1CCN(c2ccccc2)CC1 | -7%
C=C(C)COc1ccc(Cl)cc1C(N)=O | -1%
COc1ccc(Nc2nc(NCC3CCCO3)nc(N)c2[N+](=O)[O-])cc1 (stereo unspecified) | 21%
CCOc1ccccc1C1NC(=O)N(CC(=O)Nc2ccc(C)c(F)c2)C2=C1C(=O)OC2 (stereo unspecified) | -15%
Cn1cnc(C(=O)N2CCC(C3CCN(S(C)(=O)=O)CC3)C2)c1 (stereo unspecified) | 22%
COc1ccc(-c2c(C)nn3c(NC4CCCCC4)cc(C)nc23)cc1OC | 0%
Cc1nc(-c2ccccc2Cl)sc1C(=O)N[C@@H](C)C(=O)O | 10%
COCCNC(=O)CCC1CCN(S(=O)(=O)c2cccc(F)c2)CC1 | 6%
C[C@@H](c1ccccc1)N(C)C(=O)c1cc(Cn2cnc3ccccc32)[nH]n1 | -23%
CCOC(=O)c1c[nH]c2cc(Br)c(Br)cc12 | 9%
CSc1ccccc1NC(=O)c1ccc(CSc2ccccc2)cc1 | 3%
COc1cc(=O)n(-c2ccc(F)cc2)nc1C(=O)Nc1ccccc1SC | -3%
COc1ccc2[nH]c(O)c(N=NC(=O)Cc3cccs3)c2c1 | -3%
Cc1ccc(C)c(S(=O)(=O)Nc2ccc3nc(C)sc3c2)c1 | 15%

2 successive entries out of the list so far, for reference:
SMILES | KDM5B inh
COc1ccc2[nH]c(O)c(N=NC(=O)Cc3cccs3)c2c1 | -3%
Cc1ccc(C)c(S(=O)(=O)Nc2ccc3nc(C)sc3c2)c1 | 15%

Arranged by the number under KDM5B inh (smallest number first): 7 of the compounds above
SMILES | KDM5B inh
CC(C)CC(NS(=O)(=O)c1ccc2c(c1)oc(=O)n2C)C(=O)NCCc1ccc(Cl)cc1 (stereo unspecified) | -27%
CCn1c(=O)c(=O)[nH]c2cc(C(=O)N3CCN(C(=O)C4CC4)CC3)ccc21 | -21%
COCCC1(NC(=O)C2CC2)CCN(S(=O)(=O)c2c(C)noc2C)CC1 | -12%
Cn1cnc2c1c(=O)n(CC(=O)NCc1ccc(OC(F)(F)F)cc1)c(=O)n2C | 4%
COc1ccccc1CNC(=O)c1sc(NCC(C)C)nc1C | 13%
CC1Cc2cc(S(=O)(=O)NCCC(=O)NCc3cccs3)ccc2N1C(=O)C1CC1 (stereo unspecified) | 20%
CC(C)CC(NC(=O)c1ccccc1Cl)C(=O)O (stereo unspecified) | 25%

Remaining list, next part.
SMILES | KDM5B inh
Cc1ccc2[nH]c3c(=O)n(CC(=O)NCCc4ccc(Cl)cc4)ncc3c2c1 | -8%
COCCc1nncn1C1CCN(S(=O)(=O)c2ccccc2C(F)(F)F)CC1 | 20%
O=C(O)c1cccc(OCc2cccc(Cl)c2)c1 | 14%
CCOc1ccc(-n2c(C)nc3cc(C(=O)NCCC4=CCCCC4)ccc32)cc1 | -16%
O=C(c1ccc(F)cc1Cl)N1CCC(c2n[nH]c(=O)n2-c2ccccc2)CC1 | -11%
Cc1nccn1CC(=O)NCC1CCN(c2cc(-c3ccccc3)[nH]n2)CC1 | 7%
Nc1nccnc1C(=O)NCc1ccc(N2CCCCC2)nc1 | ?
CC(C)(C)OC(=O)NN1CC(=O)N2Cc3ccccc3C[C@@H]2C1=O | 27%

Among those listed so far, these contain a nitro group on carbon:
SMILES | KDM5B inh
Cc1nn(C(=O)c2cccc([N+](=O)[O-])c2C)c(C)c1S(=O)(=O)N1CCOCC1 | 7%
COc1ccc(Nc2nc(NCC3CCCO3)nc(N)c2[N+](=O)[O-])cc1 (stereo unspecified) | 21%
